Bfl-1 displacement = Bfl-1 inhibitors, primary screen, biochemical, fluorescence polarization, FITC-Bid, mouse (AID 432) | FITC-Bid BH3 peptide fluorescence polarization displacement; higher % means a stronger effect | one-dose displacement, % at 20 µM; IC50 in µM for titrated hits | 0.02% of 64,000 active; in the data active = a potency from the dose series; inactive = the rest, 99 in 100 with displacement below about 15%; also: strong numbers were not always called active
HT1080 cytotoxicity = cytotoxicity in HT1080 fibrosarcoma cells, cell-based, fluorescence readout (AID 620). cytotoxicity, % at 10 µM; hits with a dose series show EC50 in µM. 0.42% of 87,000 active. HT1080 viability, fluorescence; higher % means a stronger effect;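 also: cells exposed to compound overnight then 4 h with Alamar Blue; 0% = vehicle DMSO and 100% = killing control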
HPDE-C7 cytotoxicity = cytotoxicity in HPDE-C7 cells, cell-based, fluorescence, HTS (AID 430); HPDE-C7 pancreatic duct cells viability, fluorescence; higher % means a stronger effect; cytotoxicity, % at 10 µM, or EC50 in µM where a hit was titrated; 1.8% of 63,000 active;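 also: cells exposed to compound for 48 hours before viability readout; 0% = vehicle and 100% = reference cytotoxic drug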
KRASV12 cytotoxicity = cytotoxicity in KRAS-transformed pancreatic duct cells, primary screen, cell-based, fluorescence, HTS (AID 431) | HPDE-C7K KRASV12 cells, Alamar Blue viability, 48 h; higher % means a stronger effect | 1.7% of 63,000 active | cytotoxicity, % at 10 µM; hits with a dose series show EC50 in µM;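 active = compounds whose percent cytotoxicity in the single-dose primary screen, scaled between solvent and toxic-drug controls, exceeds 50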;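 also: 0% = DMSO solvent wells and 100% = doxorubicin-treated wells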
PMK inhibit = blocks S. pneumoniae phosphomevalonate kinase; 0.49% of 65,000 active; inhibition, % at 10 µM; AID 539; purified PMK, PK/LDH-coupled NADH absorbance 340 nm;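 active = top-ranked compounds by inhibition in the single 10 µM screen, taking a fixed number of the strongest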;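 also: 0% = full reaction with DMSO carrier and 100% = background rate without enzyme reaction; no value below 0 was filed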
Spn DPM-DC inh = S. pneumoniae DPM-DC inhibition. 0.49% of 65,000 active. purified DPM-DC, PK/LDH coupled NADH fluorescence. calls only at 10 µM;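 active = the 320 compounds with the highest percent inhibition in the single-dose primary screen, excluding strongly autofluorescent ones, cut at about 32% in these data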;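 also: kinetic rate of NADH fluorescence loss reporting ADP formed by the decarboxylase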
LYP inhibition = inhibition of human PTPN22 tyrosine phosphatase – biochemical, DiFMUP fluorescence, recombinant catalytic domain, 10 µM, primary screen (AID 606). inhibition, % at 10 µM, or IC50 in µM where a hit was titrated. 52,000 tested, under 10 active. recombinant LYP catalytic domain, DiFMUP fluorescence; higher % means a stronger effect;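 active = IC50 under 40 µM in the dose-response test; inactive = IC50 of 40 µM or more, or never dose-tested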
MK inhibit = inhibitors of Streptococcus pneumoniae mevalonate kinase; purified MK, PK/LDH-coupled NADH absorbance 340 nm; 0.48% of 65,000 active; inhibition, % at 10 µM;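 active = ranked among the strongest by inhibition in the single 10 µM screen, a fixed top-ranked set picked for dose follow-up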; also: no value below 0 was filed
TNAP inhibition = human TNAP enzyme inhibitors, biochemical, luminescent (AID 518); 0.09% of 64,000 active; inhibition, % at 20 µM; hits with a dose series show IC50 in µM; purified TNAP enzyme, luminescent substrate readout; higher % means a stronger effect; in the data active = a potency from the dose series; inactive = the rest, 99 in 100 with inhibition below about 22%;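 also: plate controls were vehicle for no effect and reference inhibitor for full effect; many of its hits are not listed in these tables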
PMK inhibit pilot replicates = recorded beside PMK inhibit, whose call it bears; inhibition, %; measured here: pilot screen replicates
MK inhibit pilot replicates = recorded beside MK inhibit, whose call it bears; inhibition, %; measured here: pilot screen replicates
Spn DPM-DC inh pilot screen % = recorded beside Spn DPM-DC inh, whose call it bears; inhibition, %; measured here: pilot screen trials
Starred values were filed as active, the others as inactive; i = inactive; . = not tested or not shown. Rule as the data show it, unless noted: active = cytotoxicity above about 50%; inactive = the rest.

SMILES	Bfl-1 displacement	HT1080 cytotoxicity	HPDE-C7 cytotoxicity	KRASV12 cytotoxicity	PMK inhibit	Spn DPM-DC inh	LYP inhibition	MK inhibit	TNAP inhibition	others
O=C(Nc1ccccc1C(F)(F)F)N1CCCC(O)C1 (stereo unspecified)	-3%	2%	2%	5%	14	i	.	2	11%
O=C(Oc1ccc(N(Cc2cccs2)C2=NS(=O)(=O)c3ccccc32)cc1)c1ccco1	.	7%	.	.	7	i	.	8	.
O=C(NCc1cccs1)c1nn2cccnc2c1Cl	-3%	3%	3%	-2%	0	i	-3%	6	4%
COc1ccc(N(C(C)=O)C2C=CS(=O)(=O)C2)c(OC)c1 (stereo unspecified)	2%	28%	1%	2%	19	i	-11%	0	0%
CC(=O)c1ccc(NC(=O)C2CCC(C)(C(=O)O)C2(C)C)cc1 (stereo unspecified)	4%	-1%	.	.	9	i	14%	0	3%
CCn1c(=O)cc(OCC(=O)N2CCc3ccccc32)c2ccccc21	-7%	6%	28%	-7%	1	i	5%	8	19%
COc1ccc(S(=O)(=O)N(Cc2ccccc2)Cc2nc3ccccc3c(=O)[nH]2)cc1	2%	3%	-7%	-7%	5	i	.	4	-4%
CC(C)OC(=O)c1sc2nc3c(cc2c1N)C(=O)CCC3	-3%	16%	-2%	8%	0	i	2%	9	17%
CCOC(=O)c1ccc(NC(=O)c2c(C)[nH]c(C(=O)OCC)c2C)cc1	-6%	6%	-9%	-7%	11	i	.	5	-2%
Cn1c(NC(=O)c2cc(Cl)ccc2Cl)cc(=O)n(C)c1=O	2%	.	-12%	3%	6	i	.	3	6%
O=C(CCCCCN1C(=O)C2C3C=CC(C3)C2C1=O)Nc1nccs1 (stereo unspecified)	2%	-1%	-14%	-8%	4	i	6%	4	9%
COc1ccc(N2CCN(C(=O)CCCC3=NS(=O)(=O)c4ccccc4N3)CC2)cc1	-1%	0%	-8%	-6%	10	i	.	2	12%
CCN1CCCC1Cn1cnc2c([nH]c3ccc(Cl)cc32)c1=O (stereo unspecified)	-1%	9%	.	.	12	i	.	13	15%
CCOC(=O)C(Cc1ccccc1)NC(=O)CNC(C)=O (stereo unspecified)	-3%	0%	-15%	-19%	9	i	3%	12	6%
CC(=O)c1cc2c(=O)c3cc(C)ccc3oc2nc1C	-5%	-3%	-24%	-6%	6	i	8%	9	9%	PMK inhibit pilot replicates=1.0;MK inhibit pilot replicates=6.5;Spn DPM-DC inh pilot screen %=9.0
Cc1nc2cc(NC(=O)Nc3ccc(N4CCOCC4)cc3)ccc2n1C	6%	-2%	0%	-8%	9	i	5%	7	7%
CC(C)CCN1CCNC(=O)C1CC(=O)Nc1ccc(F)cc1 (stereo unspecified)	0%	4%	-5%	3%	9	i	.	11	4%
COc1ccc(N2CCN(CCNC(=O)CCN3C(=O)COc4ccccc43)CC2)cc1	-4%	4%	-14%	-1%	14	i	9%	0	4%
O=C1CCc2cc(S(=O)(=O)N3CCN(Cc4ccc5c(c4)OCO5)CC3)ccc2N1	-11%	-3%	-9%	-5%	8	i	.	0	6%
CCOC(=O)n1c(=O)oc2cc(S(=O)(=O)N3CCCCC3)ccc21	-16%	-8%	-10%	-4%	12	i	16%	11	7%	PMK inhibit pilot replicates=3.0;MK inhibit pilot replicates=1.0;Spn DPM-DC inh pilot screen %=2.0
C=CCNC(=O)Nc1ccc2oc(C)nc2c1	-4%	0%	0%	-4%	9	i	1%	6	10%
CN(C)c1nc(OCCOC(=O)COc2ccc(Cl)cc2Cl)nc(N(C)C)n1	-2%	-6%	-18%	-14%	2	i	12%	8	2%
CCn1c(=O)cc(OCC(=O)NCC2CCCO2)c2ccccc21 (stereo unspecified)	-2%	4%	8%	-7%	1	i	11%	2	0%
O=C1CC(c2ccc(F)cc2)Cc2nc(N3CCc4ccccc43)ncc21 (stereo unspecified)	-9%	-12%	-20%	-29%	19	.	7%	7	13%
S=C(c1cccs1)N1CCCC1	-1%	11%	-17%	0%	4	i	7%	5	8%	PMK inhibit pilot replicates=3.0;MK inhibit pilot replicates=1.0;Spn DPM-DC inh pilot screen %=3.0
SMILES	Bfl-1 displacement	HT1080 cytotoxicity	HPDE-C7 cytotoxicity	KRASV12 cytotoxicity	PMK inhibit	Spn DPM-DC inh	LYP inhibition	MK inhibit	TNAP inhibition	others
COc1ccccc1OCC(=O)NCc1ccco1	-10%	4%	9%	-7%	10	i	3%	10	4%
Cc1cc(OCC(=O)N2CCOCC2)c(C(C)C)cc1Cl	1%	2%	-11%	-27%	2	i	.	8	1%
CNC(=O)c1cc2c(=O)n3cccc(C)c3nc2n1C	8%	7%	3%	8%	10	.	0%	6	2%
CCC1SC(N)=NC1=O (stereo unspecified)	1%	1%	4%	18%	3	i	.	0	0%
O=C(COC(=O)C1CC(=O)N(Cc2ccccc2)C1)Nc1ccc2c(c1)OCO2 (stereo unspecified)	6%	-7%	-12%	-15%	0	i	.	6	10%
COc1ccccc1NC(=O)C(C)NS(=O)(=O)c1ccc(F)cc1 (stereo unspecified)	-6%	5%	-4%	13%	2	i	11%	8	11%	PMK inhibit pilot replicates=3.5;MK inhibit pilot replicates=4.0;Spn DPM-DC inh pilot screen %=1.0
CCn1c(CNc2nc(-c3ccccc3)cs2)nnc1SCC(=O)NCc1ccco1	-3%	-9%	-33%	-33%	6	i	1%	5	-5%
O=C1CCc2nc3ccccc3c(=O)n2N1	5%	4%	12%	2%	8	i	6%	5	12%
CC1CN(C(=O)CSc2ncnc3sccc23)CC(C)O1 (stereo unspecified)	-16%	-6%	-2%	-2%	2	i	5%	4	14%	PMK inhibit pilot replicates=0.5;MK inhibit pilot replicates=0.0;Spn DPM-DC inh pilot screen %=0.0
CCN(CC)CCCn1c(=S)[nH]c2ccc(Cl)cc2c1=O	1%	5%	-2%	6%	10	i	5%	13	14%
Nc1ccc2oc3ncccc3c(=O)c2c1	14%	5%	6%	14%	2	i	5%	0	20%
CCCNc1nc2c(c(=O)[nH]c(=O)n2C)n1Cc1ccc(F)cc1	0%	-2%	-3%	8%	5	i	2%	6	11%
O=C(Nc1ccc(Cl)cc1)N1CCC(c2nc(-c3cccs3)no2)CC1	-11%	8%	7%	14%	6	i	31%	4	3%
Cc1cc(C(=O)CC#N)c(C)n1CC(F)(F)F	-2%	-4%	-2%	4%	17	i	12%	0	8%
Cc1ccc(-c2nc(NC(=O)CSc3nnc(C)s3)ns2)cc1	1%	-1%	-3%	6%	7	i	1%	3	14%
Cc1cccc(C)c1NC(=O)CS(=O)CC(=O)NC1CCN(Cc2ccccc2)CC1 (stereo unspecified)	-12%	7%	0%	1%	8	i	7%	2	4%
Cc1cc(Nc2cccc(Cl)c2C)n2ncnc2n1	5%	-1%	12%	6%	1	i	-4%	3	-4%
CCc1cccc(NC2c3ccccc3C(=O)N2c2ccc(C)cn2)c1 (stereo unspecified)	4%	-8%	-3%	8%	4	i	11%	3	1%
Cc1nnc(NC(=O)c2ccc3c(c2)C(=O)N(CC2CCCO2)C3=O)s1 (stereo unspecified)	-2%	4%	6%	10%	6	i	5%	10	14%
O=C(CN1C(=O)c2ccccc2C1=O)Nc1nnc(C2CCCO2)s1 (stereo unspecified)	5%	.	-8%	7%	5	i	5%	4	9%
CCC(C)C(=O)N1CCc2cc(-c3csc(N)n3)ccc21 (stereo unspecified)	1%	1%	-8%	-15%	10	i	.	5	2%
CC1Cc2cc(/C(O)=C3/C(=O)C(=O)N(CCN4CCOCC4)C3c3cccc(O)c3)ccc2O1 (stereo unspecified)	-6%	-4%	-13%	4%	9	i	2%	13	7%	PMK inhibit pilot replicates=2.0;MK inhibit pilot replicates=4.5;Spn DPM-DC inh pilot screen %=4.0
COc1ccc(/C(O)=C2\C(=O)C(=O)N(Cc3ccco3)C2c2cc(OC)ccc2OC)cc1 (stereo unspecified)	-4%	0%	-4%	-3%	3	i	11%	13	4%
C=CCNC(=O)Nc1ccc(OCC)cc1	1%	-3%	.	.	8	i	-1%	9	6%
Cc1cccc(OCC(O)CN2C(C)(C)CC(O)CC2(C)C)c1 (stereo unspecified)	-9%	-10%	-6%	-36%	4	i	1%	5	6%

Structures above with a thiophene ring, fused or not:
SMILES	Bfl-1 displacement	HT1080 cytotoxicity	HPDE-C7 cytotoxicity	KRASV12 cytotoxicity	PMK inhibit	Spn DPM-DC inh	LYP inhibition	MK inhibit	TNAP inhibition	others
O=C(Oc1ccc(N(Cc2cccs2)C2=NS(=O)(=O)c3ccccc32)cc1)c1ccco1	.	7%	.	.	7	i	.	8	.
O=C(NCc1cccs1)c1nn2cccnc2c1Cl	-3%	3%	3%	-2%	0	i	-3%	6	4%
CC(C)OC(=O)c1sc2nc3c(cc2c1N)C(=O)CCC3	-3%	16%	-2%	8%	0	i	2%	9	17%
S=C(c1cccs1)N1CCCC1	-1%	11%	-17%	0%	4	i	7%	5	8%	PMK inhibit pilot replicates=3.0;MK inhibit pilot replicates=1.0;Spn DPM-DC inh pilot screen %=3.0
CC1CN(C(=O)CSc2ncnc3sccc23)CC(C)O1 (stereo unspecified)	-16%	-6%	-2%	-2%	2	i	5%	4	14%	PMK inhibit pilot replicates=0.5;MK inhibit pilot replicates=0.0;Spn DPM-DC inh pilot screen %=0.0
O=C(Nc1ccc(Cl)cc1)N1CCC(c2nc(-c3cccs3)no2)CC1	-11%	8%	7%	14%	6	i	31%	4	3%

(listing goes on)
SMILES	Bfl-1 displacement	HT1080 cytotoxicity	HPDE-C7 cytotoxicity	KRASV12 cytotoxicity	PMK inhibit	Spn DPM-DC inh	LYP inhibition	MK inhibit	TNAP inhibition	others
CCOC(=O)c1ccc2c(c1)nc(SCC(=O)N1CCCCC1)n2CC	-1%	-2%	-7%	-4%	12	i	4%	0	11%
CCC(C)NC(=O)CN(c1ccc2c(c1)OCO2)S(=O)(=O)c1c(C)n[nH]c1C (stereo unspecified)	2%	-7%	1%	3%	7	i	26%	3	8%
COc1ccc(OC)c2sc(NC(=O)c3ccc(S(=O)(=O)N(C)C)cc3)nc12	-6%	-3%	-8%	-2%	0	i	14%	2	9%
COC(=O)c1ccccc1NC(=O)Nc1cc(C)cc(C)n1	7%	-6%	-2%	2%	0	i	-9%	5	14%	PMK inhibit pilot replicates=0.0;MK inhibit pilot replicates=1.0;Spn DPM-DC inh pilot screen %=0.0
COc1cc(OC)c(C(=O)Nc2ccc(S(=O)(=O)Nc3ncccn3)cc2)cc1OC	1%	1%	11%	5%	5	i	2%	12	9%
COc1cc(S(=O)(=O)N2CCCCC2)ccc1NC=O	1%	.	1%	14%	0	i	10%	12	4%
Cc1cc(=O)oc2cc(NC(=O)CCCC(=O)O)ccc12	1%	-4%	6%	-6%	11	.	12%	5	13%
Cc1cc2oc(=O)cc(CN3CCN(S(=O)(=O)c4ccc5c(c4)OCCO5)CC3)c2cc1C	-10%	5%	8%	12%	4	i	12%	0	9%
C/C(Cl)=C/Cn1c(SCc2ccc(Cl)cc2)nc2c1c(=O)[nH]c(=O)n2C	4%	0%	17%	-3%	14	i	5%	0	6%	PMK inhibit pilot replicates=0.0;MK inhibit pilot replicates=0.5;Spn DPM-DC inh pilot screen %=0.5
CCOC(=O)N1CCN(CC(=O)Nc2cc(C)nn2-c2nc3ccccc3s2)CC1	-4%	-1%	5%	14%	14	i	.	8	8%	PMK inhibit pilot replicates=5.0;MK inhibit pilot replicates=0.0;Spn DPM-DC inh pilot screen %=1.5
